Assay outcomes deposited in PubChem BioAssay by National Center for Advancing Translational Sciences (NCATS).
PI4K2A block = PI4K2A (human) kinase inhibition; actives 0.13% (n = 420,000); activity change, negative = inhibition, % at 76.9 µM; AID 1346378; purified PI4K2A, ADP-Glo luminescence, 1 h; stronger effect = lower value; in the data active = activity change below about -50%; inconclusive = mostly about -30% to -49%;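 note: -100% = wells without enzyme as full effect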
Target sequence (Q9BTU6 whole entry, looked up): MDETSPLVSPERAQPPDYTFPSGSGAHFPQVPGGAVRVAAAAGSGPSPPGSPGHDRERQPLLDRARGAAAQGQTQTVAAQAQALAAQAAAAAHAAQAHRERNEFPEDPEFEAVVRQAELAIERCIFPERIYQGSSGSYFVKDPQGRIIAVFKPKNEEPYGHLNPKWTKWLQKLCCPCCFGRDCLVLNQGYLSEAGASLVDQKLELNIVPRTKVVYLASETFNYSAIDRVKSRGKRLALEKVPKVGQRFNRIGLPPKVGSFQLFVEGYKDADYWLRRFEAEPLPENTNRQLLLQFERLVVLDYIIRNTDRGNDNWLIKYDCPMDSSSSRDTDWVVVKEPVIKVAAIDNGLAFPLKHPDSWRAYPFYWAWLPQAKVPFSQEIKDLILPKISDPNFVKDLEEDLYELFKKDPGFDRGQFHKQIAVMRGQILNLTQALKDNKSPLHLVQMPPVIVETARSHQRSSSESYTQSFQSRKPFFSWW
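PI4K2A activity was measured by ADP-Glo luminescence: enzyme (4 ug/mL stock) and phosphatidylinositol (1.2 mM stock) in Tris pH 7.5/MgCl2/EGTA/Triton X-100 buffer were reacted with ATP (300 microM stock) for one hour at ambient temperature.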
BAZ2B block = blocks human BAZ2B | AID 504333 | Q9UIF8 | Potency, µM (doses to about 114 µM), for inactives: at the top dose activity change, negative = inhibition, actives largely listed as inhibitors | actives 4.4% (n = 360,000) | AlphaScreen BAZ2B-H3K14Ac peptide displacement; note: potency is the fitted concentration of half-maximal effect; % is set by controls: 0 for no effect and ±100 for the full control effect; nearly all actives have a fitted effect of over 60% in size
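AlphaScreen displacement: compounds (up to 110uM) incubated 30 min at room temperature with a preformed 50 nM BAZ2B/50 nM biotinylated H3K14Ac peptide complex in PBS pH 7.4 with Tween-20. Donor and acceptor beads at 10 ug/mL final added, 20 min light-protected before reading.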
HP1b chromo inh = HP1-beta chromodomain-methylated histone interaction inhibition. P83916. actives 0.56% (n = 390,000). AID 540317. Potency, µM (doses to about 114 µM), inactives show at the highest dose activity change, negative = inhibition, hits mostly inhibitors. AlphaScreen HP1-beta / biotin-H3K9me3 peptide binding; note: potency is the fitted concentration of half-maximal effect; nearly all actives have a fitted effect of over 70% in size; inactives centre near 23
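Compound inhibition of the preformed complex between 50 nM HP1-beta and 50 nM biotinylated H3K9me3 peptide was read by AlphaScreen. Buffer was PBS pH 7.4 with 0.01% Tween-20. Incubations ran 30 min at room temperature, with 10 ug/mL donor/acceptor beads.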
G9a block = G9a (human) methyltransferase inhibition; Q96KQ7; G9a H3K9 monomethylation, AlphaScreen, 2 h; Potency, µM (top dose mostly 102 µM), without a hit: at the top dose activity, negative = inhibition, most hits filed as inhibitors; actives 8.8% (n = 350,000); AID 504332; note: potency is the fitted concentration of half-maximal effect; % is set by controls: 0 for no effect and ±100 for the full control effect; nearly all actives have a fitted effect of over 75% in size
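Readings reflect AlphaScreen signal from monomethyl-H3K9 antibody detection. HMT at 20 nM; substrate b-H3K9 500 nM; cofactor SAM 20 uM; 2 h RT reaction; compounds tested as titrations in qHTS with 15 min preincubation.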
ERG Ets-DNA blk = blocks human ERG Ets domain binding to DNA; P11308; fluorescence polarization, His-ERG Ets domain / labelled DNA; Potency, µM (titrated, usually from 76.9 µM), inactives show at the top dose FP activity, negative = inhibition, actives largely listed as inhibitors; actives 0.028% (n = 370,000); AID 624246; active = well fitted inhibition curve with a large enough effect in the polarisation, with a control signal flat; inconclusive = small, poorly fitted or top-dose-only effect, or effect the other way, or a change in a side signal; inactive = no such curve, though single readings can be large or run the other way; the % refers to the polarisation;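 note: polarization taken with two DNA probes labelled with fluorescein and Texas red; potency is the fitted concentration of half-maximal effect; % of control where 0% means no effect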
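His-tagged ERG Ets domain (1 uM in the protein solution; 300mM KCl, 50mM Tris-HCl, 1mM EDTA, 1mM DTT, pH 7.5) received compound, then a probe mix of 5 nM fluorescein-DNA and 100nM Texas-615-DNA. Fluorescence polarization was read for both dyes.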
RGS4 inhibitor = inhibitors of human regulator of G protein signaling 4. actives 0.039% (n = 390,000). AID 504845. Transcreener GDP fluorescence polarization, RGS4-accelerated GTP hydrolysis. Potency, µM (series often up to 114 µM), for the others: at the top dose activity change, negative = inhibition, usual class: inhibitors; note: potency is the fitted concentration of half-maximal effect; % is set by controls: 0 for no effect and ±100 for the full control effect; nearly all actives have a fitted effect of over 75% in size; some results filed as inactive show a strong effect at the top dose
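MLSMR compounds (23 nl, pin-transferred) preincubated 10 min at room temperature with a 500nM (2x) first reagent, then RGS4 at 900nM (2x) plus Transcreener GDP mix added; fluorescence polarization (620/688 nm) read before and after 90 min at 30 °C.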
JMJD2A Tudor = JMJD2A Tudor domain (human) inhibition | Potency, µM (top dose mostly 114 µM), for inactives: top-dose activity change, negative = inhibition, usual class: inhibitors | actives 4.4% (n = 390,000) | AlphaScreen JMJD2A-Tudor / H3K4me3 peptide binding; note: potency is the fitted concentration of half-maximal effect; % is set by controls: 0 for no effect and ±100 for the full control effect; nearly all actives have a fitted effect of over 50% in size
GLS inhibitor = blocks human kidney-isoform glutaminase activity; O94925; GLS enzymatic activity, qHTS titration; Potency, µM (highest dose often 45.5 µM), for inactives: at the highest dose activity change, negative = inhibition, usual class: inhibitors; actives 0.21% (n = 410,000); note: potency is the fitted concentration of half-maximal effect; % is set by controls: 0 for no effect and ±100 for the full control effect
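Glutamate formation by hKGA was monitored fluorometrically using coupled glutamate oxidase, HRP and Amplex Red. Substrate was added as 1 mM L-glutamine solution; incubation was 30 min at RT after an initial read.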
12-LOX inh = inhibitors of human 12S-lipoxygenase ALOX12. purified 12hLO, xylenol orange hydroperoxide absorbance. Potency, µM (doses to about 108 µM), for inactives: top-dose activity change, negative = inhibition, usual class: inhibitors. actives 1.1% (n = 580,000). AID 1671190; note: potency is the fitted concentration of half-maximal effect; % is set by controls: 0 for no effect and ±100 for the full control effect
Target sequence (P18054 whole entry, looked up): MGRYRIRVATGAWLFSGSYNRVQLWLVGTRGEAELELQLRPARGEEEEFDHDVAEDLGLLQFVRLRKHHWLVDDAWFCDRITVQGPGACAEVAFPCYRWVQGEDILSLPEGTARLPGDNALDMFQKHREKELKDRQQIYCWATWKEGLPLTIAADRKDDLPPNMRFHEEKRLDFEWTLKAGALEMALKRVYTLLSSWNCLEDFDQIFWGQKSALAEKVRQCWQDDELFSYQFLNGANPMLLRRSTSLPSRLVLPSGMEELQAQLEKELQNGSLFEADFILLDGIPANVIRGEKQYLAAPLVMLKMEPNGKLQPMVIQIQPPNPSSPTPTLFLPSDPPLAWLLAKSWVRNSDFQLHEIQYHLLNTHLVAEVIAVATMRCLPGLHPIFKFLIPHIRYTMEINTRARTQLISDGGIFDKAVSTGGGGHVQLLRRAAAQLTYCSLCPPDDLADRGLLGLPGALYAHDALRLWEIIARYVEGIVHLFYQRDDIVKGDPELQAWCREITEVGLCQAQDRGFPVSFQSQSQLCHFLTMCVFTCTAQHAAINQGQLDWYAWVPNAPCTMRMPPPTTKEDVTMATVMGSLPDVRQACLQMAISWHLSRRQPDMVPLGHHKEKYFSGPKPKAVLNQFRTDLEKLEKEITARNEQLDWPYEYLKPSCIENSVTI
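Hydroperoxide product was detected by ferrous iron/xylenol orange as the 573 to 405 nm absorbance ratio. Arachidonic acid at 40 uM (final) was turned over for 30 min at room temperature by 150 nM human 12hLO, pH 7.0 Hepes buffer, after 15 min compound preincubation.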
The depositor's hits bear a star; ? = inconclusive; . = no result given; [ ] = remark or other dose. Unless noted, calls come from the whole dose curve; as a rule, active = well fitted curve in the direction sought with a large enough effect; inconclusive = small, poorly fitted or top-dose-only effect, or another doubt; inactive = no such curve, though single readings can be large; an effect the other way counts as inactive or inconclusive. The list is partial; the hit share may differ from the screen's.

SMILES	PI4K2A block	BAZ2B block	HP1b chromo inh	G9a block	ERG Ets-DNA blk	RGS4 inhibitor	JMJD2A Tudor	GLS inhibitor	12-LOX inh
O=C(c1ccco1)N1CCN(C(=O)C2CC(=O)N(c3ccc(Cl)cc3)C2)CC1 (stereo not drawn)	-12	2%	-31%	-45%	4%	-7%	-17%	2%	?
O=C(NCc1ccncc1)c1cccc(S(=O)(=O)Nc2ccc(SC(F)F)cc2)c1	-2	2%	31%	5%[0.501 µM]	5%	-34%	-8%	4%	-7%
Cc1nonc1NC(=O)c1ccccc1Br	-1	9%	23%	-10%[59 µM]	-3%	16%	-2%	3%	2%
Cc1ccc(S(=O)(=O)NCc2ccccc2)cc1C(=O)N1CCCC(C(F)(F)F)C1 (stereo not drawn)	3	5%	23%	-4%	-5%	16%	-8%	0%	3%
O=C1Nc2ccc(Br)cc2C1(O)c1ccccc1 (stereo not drawn)	-3	-16%	28%	15%	1%	-10%	4%	0%	13%
C#CCOCCOCCOCCNc1nc(N2CCN(C(=O)CCCCCCCCCCNC(=O)Cn3cc(CCCCCN)nn3)CC2)nc(N2CCN(C(=O)CCCCCCCCCCNC(=O)[C@@H](CCSC)n3cc(CCO)nn3)CC2)n1	-6	?	?	10%[2.33 µM]	14%	?	79µM*	?	.
CC(=O)C1C(c2ccc([N+](=O)[O-])cc2)C2C(C)=NN=C2CC1(C)O (stereo not drawn)	0	-2%	3%	15%	5%	-9%	-10%	13%	222%[activator]
CC1(C)NC(=O)N(CC(O)COc2ccc(-c3ccc(C#N)cc3)cc2)C1=O (stereo not drawn)	-2	-22%	25%	31%[0.501 µM]	-6%	13%	-6%	-2%	-1%
CCOC(=O)c1sc2nc(C)nc(SCC(=O)N(CC)C3CCS(=O)(=O)C3)c2c1C (stereo not drawn)	-5	-11%	32%	-7%	-5%	9%	-13%	-7%	-14%
COc1ccc(C(=O)NCC2OCCc3ccccc32)cc1OC (stereo not drawn)	6	-3%	43%[activator]	1%	-3%	9%	-4%	2%	-7%
COc1ccc(CNC(=O)CN2C(=O)C3C4C=CC(C4)C3C2=O)cc1 (stereo not drawn)	1	-2%	38%	-6%	3%	3%	3%	-2%	-5%
CCN(c1cccc(C)c1)S(=O)(=O)c1cc(CN2C(=O)c3cccnc3C2=O)ccc1OC	3	?	29%	.	1%	4%	-3%	7%	14%
COc1cccc(-n2c(SC3CCOC3=O)nc3ccccc3c2=O)c1 (stereo not drawn)	2	-1%	12%	?	8%	-18%	-29%	-8%	-26%
O=C(NCc1ccccn1)C(=O)Nc1nc(C23CC4CC(CC(C4)C2)C3)cs1	12	-13%	32%	-14%	4%	-26%	-23%	-13%	0%
O=C(Nc1nc(=S)ss1)c1c(F)cccc1F	5	-20%	46%[activator]	18µM*	11%	-13%	5%	0%	?
O=C(CN1C(=O)c2ccccc2S1(=O)=O)Nc1ccc(S(=O)(=O)N2CCCC2)cc1	-1	3%	42%[activator]	39%[59 µM]	-4%	-12%	-11%	-7%	-15%
COC(=O)[C@]1(Cc2ccccc2)N[C@H](CN(C)C(=O)Nc2ccc(OC)cc2)[C@@H]2C(=O)N(C)C(=O)[C@@H]21	0	.	43%[activator]	.	-8%	2%	-8%	11%	?
CCN1/C(=C\C(C)=O)Sc2ccc(OC)cc21	-6	-28%	12%	5µM*	1%	9%	-23%	0%	.
Cc1cc(C)n(-c2nc3ccccc3nc2Nc2cccc(C(F)(F)F)c2)n1	16	28%	228%[activator]	74%[activator][59 µM]	2%	-3%	90%[activator]	1%	-21%
COC(=O)[C@H](Cc1ccccc1)NC(=O)C1CCN(C(=O)[C@H](C)NS(=O)(=O)c2ccc(C)cc2)CC1	-1	-2%	15%	?	14%	-33%	-1%	-3%	10%
Cc1ccc(C)c(NC(=O)c2cnc(N3CCCC3)nc2C)c1	2	-7%	32%	3%[12.7 µM]	0%	18%	9%	0%	-24%
CS(=O)(=O)Nc1ccccc1C(=O)NCCSc1ccc(Cl)cc1	-13	14%	27%	.	-5%	-13%	-1%	-12%	-6%
Cc1cccc(NS(=O)(=O)c2cccc3nonc23)c1	5	12%	28%	-6%	5%	7%	-15%	7%	.
O=C(NCc1ccccn1)c1ccc(COc2ccc(Cl)cc2)o1	-2	0%	18%	-31%[12.7 µM]	.	-8%	-15%	13%	2%
COc1ccc(NC(=O)C(=O)NCCN2CCN(C(=O)c3cccs3)CC2)cc1	-1	4%	24%	-11%[59 µM]	-7%	5%	-3%	0%	0%

An excerpt of these results, with each value named:
O=C1Nc2ccc(Br)cc2C1(O)c1ccccc1 (stereo not drawn)
  PI4K2A block = -3	BAZ2B block = -16%	HP1b chromo inh = 28%	G9a block = 15%	ERG Ets-DNA blk = 1%	RGS4 inhibitor = -10%	JMJD2A Tudor = 4%	GLS inhibitor = 0%	12-LOX inh = 13%
C#CCOCCOCCOCCNc1nc(N2CCN(C(=O)CCCCCCCCCCNC(=O)Cn3cc(CCCCCN)nn3)CC2)nc(N2CCN(C(=O)CCCCCCCCCCNC(=O)[C@@H](CCSC)n3cc(CCO)nn3)CC2)n1
  PI4K2A block = -6	BAZ2B block = ?	HP1b chromo inh = ?	G9a block = 10%[2.33 µM]	ERG Ets-DNA blk = 14%	RGS4 inhibitor = ?	JMJD2A Tudor = 79µM*	GLS inhibitor = ?	12-LOX inh = .

Further structures.
SMILES	PI4K2A block	BAZ2B block	HP1b chromo inh	G9a block	ERG Ets-DNA blk	RGS4 inhibitor	JMJD2A Tudor	GLS inhibitor	12-LOX inh
Cc1ccc(OCC(=O)Nc2ccc(C(=O)OCc3cc(=O)n4c(C)csc4n3)cc2)cc1	-2	-4%	30%	4%[12.7 µM]	8%	?	7%	-15%	?
COCCNC(=O)/C(C#N)=C/c1cn(CC(=O)NCc2ccco2)c2ccccc12	-3	-9%	41%[activator]	7%	11%	-13%	-18%	-5%	-2%
Cc1cc(OCc2cc(C(=O)NC3CCC3)no2)cc(C)c1Cl	-4	-20%	36%	-9%	-2%	-2%	-1%	8%	.
COc1ccc(CCNC(=O)CCNC(=O)c2ccccc2Cl)cc1	5	3%	7%	-2%	5%	26%	-3%	3%	-1%
CC(OC(=O)/C=C/c1cccc(F)c1)C(=O)NC1CCCCC1C (stereo not drawn)	0	-13%	20%	22%	9%	7%	10%	-7%	17%
S=C(N=Nc1ccccc1)NNc1ccccc1	-7	35µM*	16µM*	10µM*	1%	-49%	25µM*	14%	-24%
COCCNC(=O)[C@H](CSCc1ccccc1)N1Cc2ccccc2C1=O	-6	-14%	18%	-3%	7%	3%	-11%	-1%	0%
O=C(OCCCC(=O)N1CCOCC1)c1ccccc1	4	0%	22%	5%	3%	-12%	-2%	3%	0%
CCOC(=O)C1(CCc2ccccc2)CCN(Cc2cnc(N(C)C)s2)CC1	-18	-17%	9%	?	-8%	4%	?	5%	-3%
COc1cc2c(c(OC)c1OC)-c1c(cc3c(c1OC)OCO3)C1OC2[C@@H](C)[C@H]1C (stereo partly drawn)	0	-17%	41%[activator]	10%[59 µM]	-13%	-8%	-13%	-2%	2%
COc1ccc(C(CNC(=O)c2cccc(S(=O)(=O)N3CCOCC3)c2)N2CCOCC2)cc1 (stereo not drawn)	5	.	39%	.	-13%	-7%	-1%	-7%	-11%
COc1ccc(/C=C(/NC(=O)c2ccc(OC)cc2)C(=O)NCCc2c[nH]c3ccccc23)cc1	-2	-9%	3%	-10%	.	11%	-24%	9%	1%
COc1cccc(N/C(C)=C/C(=O)c2ccc(Br)cc2)c1	5	6%	54%	7%	-13%	0%	-23%	-2%	4%
COc1cccc(C(=O)NC(=S)Nc2ccc([N+](=O)[O-])cc2C)c1	0	0%	-8%	?	-4%	-37%	-22%	2%	-16%
CN(Cc1ccccc1)c1cc(Cl)nc(N)n1	-2	-4%	16%	29%	-4%	21%	-8%	10%	-7%
O=C(Cn1cnc2c(OCc3ccccc3)ncnc21)N[C@H](CO)Cc1cc2ccccc2[nH]1	-2	.	25%	.	13%	-7%	-16%	4%	-14%
O=C(Nc1cccc(NC(=O)C2C3CC4OC(=O)C2C4C3)c1)c1ccccc1 (stereo not drawn)	-6	6%	20%	.	-3%	9%	-13%	-4%	-9%
CC1CCN(C(=O)CN2C(=O)c3cccc4cccc(c34)C2=O)CC1	-4	-4%	30%	-2%	-5%	-12%	0%	-9%	2%
Cc1nc(NC(=O)CSc2nc3cccnc3n2C2CCCCC2)sc1C	1	1%	-10%	-21%	13%	-7%	-25%	-3%	0%
CCOC(=O)Cn1cc(C#N)c(=O)[nH]c1=O	0	2%	29%	-1%	-17%	13%	-10%	-14%	456%[activator]
Cc1nn(Cc2ccccc2Cl)c(C)c1NC(=O)CCCn1nc(C)c([N+](=O)[O-])c1C	-1	5%	10%	12%	.	7%	-13%	2%	23%
CNC(=O)COc1ccc(Cl)c2cccnc12	2	-9%	4%	.	13%	21%	-16%	0%	1%
COc1ccc(Cl)c2c1[nH]c1nc(SCc3ccccn3)nnc12	-3	-25%	16%	2µM*	16%	-14%	-15%	-2%	0%
CCOC(=O)CC(=O)CSc1nc(-c2cccnc2)cc(C)c1C#N	-3	-12%	38%	6%	2%	10%	-6%	6%	-21%
CCN(CC)S(=O)(=O)c1cc([N+](=O)[O-])ccc1N=Nc1c(O)n(C)c2ccccc12	0	6%	47%[activator]	-1%[59 µM]	-4%	1%	3%	-6%	20%
